Assay outcomes (PubChem)
HEK293 tox = cytotoxic in the GLP-1 receptor inverse agonist counter-screen; HEK293 cAMP-luciferase reporter cells, luminescence, 24 h; Potency, µM (top dose mostly 38.3 µM), without a hit: top-dose activity change, negative = inhibition, most hits filed as inhibitors; 410,000 compounds, 0.13% hits; AID 624418;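 note: loss of luciferase light is scored as toxicity; potency is the fitted concentration of half-maximal effect; % is set by controls: 0 for no effect and ±100 for the full control effect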
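Compound-treated cells are incubated 24 hr at 37 deg C under 5% CO2 after a 12 hour attachment period, then luciferase detection reagent is added and luminescence is measured following 12 min at room temperature; lowered signal indicates toxicity.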
GLP1R ag = GLP-1 receptor (human) agonism; P43220; HEK293 GLP-1R CRE-luciferase, luminescence, 4-6 h; cells express a hypersensitive GLP-1R form; Potency, µM (top dose mostly 45.6 µM), for inactives: top-dose activation, usual class: activators; 380,000 compounds, 0.007% hits; AID 624172; note: potency is the fitted concentration of half-maximal effect; % of control where 0% means no effect
Target sequence (P43220 whole entry, looked up): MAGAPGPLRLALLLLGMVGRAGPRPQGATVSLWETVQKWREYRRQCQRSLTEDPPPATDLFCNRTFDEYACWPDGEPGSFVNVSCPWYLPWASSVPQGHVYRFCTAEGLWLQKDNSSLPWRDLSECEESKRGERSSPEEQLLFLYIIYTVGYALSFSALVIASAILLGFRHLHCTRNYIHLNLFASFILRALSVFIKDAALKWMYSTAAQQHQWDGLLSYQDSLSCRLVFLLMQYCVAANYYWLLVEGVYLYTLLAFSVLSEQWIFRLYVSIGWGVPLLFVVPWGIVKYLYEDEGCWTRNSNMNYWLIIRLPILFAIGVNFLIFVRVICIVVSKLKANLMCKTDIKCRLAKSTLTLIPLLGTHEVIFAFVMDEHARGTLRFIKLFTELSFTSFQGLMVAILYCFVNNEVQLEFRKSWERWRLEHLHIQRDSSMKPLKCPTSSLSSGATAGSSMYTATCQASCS
aSyn yeast inh = inhibitors of alpha-synuclein toxicity in yeast | Yeast expressing alpha-synuclein, growth rescue, BacTiter-Glo, 24 h | Potency, µM (highest dose often 46.1 µM), for the others: at the top dose growth rescue (activation), hits mostly activators | 370,000 compounds, 0.14% hits | AID 652106; note: potency is the fitted concentration of half-maximal effect; % of control where 0% means no effect; nearly all actives have a fitted effect of over 65% in size
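Rescue of yeast growth: cells expressing toxic alpha-synuclein, induced in galactose at OD600 0.02, incubated with compound 24 h at 30 C. ATP luminescence quantified growth; inhibitors of toxicity appear as activators.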
D3 antag = D3 dopamine receptor (human) antagonism. max response, negative = inhibition, %. 360,000 compounds, 2.5% hits. D3R cells, DiscoveRx beta-arrestin luminescence, antagonist mode; active compounds read low. AID 652054. P35462; in the data active = max response below about -50%; inconclusive = no clear call, values can overlap the other calls; note: % is set by controls: 0 for no effect and ±100 for the full control effect; mostly tested at two doses, the higher about 12 µM
Target sequence (P35462 whole entry, looked up): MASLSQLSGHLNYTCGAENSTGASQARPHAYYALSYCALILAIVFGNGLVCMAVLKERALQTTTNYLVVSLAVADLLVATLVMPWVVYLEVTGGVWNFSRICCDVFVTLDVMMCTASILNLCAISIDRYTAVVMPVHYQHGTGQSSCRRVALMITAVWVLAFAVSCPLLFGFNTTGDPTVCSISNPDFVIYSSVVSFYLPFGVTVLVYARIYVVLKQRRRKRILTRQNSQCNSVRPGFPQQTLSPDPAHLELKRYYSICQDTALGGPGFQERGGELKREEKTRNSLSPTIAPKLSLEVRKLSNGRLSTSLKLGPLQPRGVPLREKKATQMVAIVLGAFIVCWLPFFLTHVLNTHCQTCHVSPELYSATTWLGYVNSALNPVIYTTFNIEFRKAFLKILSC
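Cells plated overnight at 1500 cells/well, then exposed to library compounds with dopamine controls for 90 minutes at 37 degrees C. DiscoveRx reagent added for 30–60 minutes at room temperature; luminescence read, quantitative HTS format.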
KB-V1 cytotox = kills drug-selected multidrug resistant KB-V1 cells; KB-V1 MDR cells viability, CellTiter-Glo, 72 h; Potency, µM (titrated, usually from 46.1 µM), inactives show top-dose activity change, negative = cytotoxicity, actives largely listed as cytotoxic; 400,000 compounds, 3.4% hits; AID 1347076; note: potency is the fitted concentration of half-maximal effect; % is set by controls: 0 for no effect and ±100 for the full control effect; nearly all actives have a fitted effect of over 60% in size
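Readout: CellTiter-Glo luminescence, 10 min after addition. Cells: KB-V1 MDR subline, 72 h at 37 degrees C with compound. Analysis: corrected, normalized data fitted to concentration-effect curves.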
TDP-43 yeast inh = rescues yeast growth from TDP-43 toxicity; TDP-43 expressing yeast growth rescue, BacTiter-Glo, 24 h; Potency, µM (titrated, usually from 46.1 µM), for inactives: at the top dose growth rescue (activation), actives largely listed as activators; 410,000 compounds, 1.8% hits; note: potency is the fitted concentration of half-maximal effect; % of control where 0% means no effect; nearly all actives have a fitted effect of over 50% in size
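Luminescence from BacTiter-Glo reports growth of TDP-43-expressing yeast after 24 hr at 30 deg C with compound. Cells were raffinose-pregrown to mid-log, then seeded in galactose medium at OD600=0.02.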
DRD3 agonist = D3 dopamine receptor (human) agonism; max activation, %; D3R DiscoveRx beta-arrestin cells, luminescence, 90 min; 410,000 compounds, 0.58% hits; AID 652048; in the data active = max activation above about 30%; note: 0% is about no effect; mostly tested at two doses, the higher about 12 µM
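Agonist-mode cell screen: cells plated at 1500/well and incubated overnight at 37 °C, then exposed to library compounds for 90 min at 37 °C. Detection reagent was added for 30–60 min at room temperature, and luminescence was read.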
PTHR1 ag = activates the human parathyroid hormone receptor PTHR1 | HEK293 GP2 PTHR1 cells, GloSensor cAMP luminescence, 1 h | Potency, µM (titrated, usually from 115 µM), without a hit: at the top dose activation, hits mostly activators | 410,000 compounds, 0.075% hits | Q03431 | AID 743266; note: potency is the fitted concentration of half-maximal effect; nearly all actives have a fitted effect of over 55% in size; some results filed as inactive show a strong effect at the top dose; inactives centre near -15; many of its hits are not listed in these tables
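HEK-293-derived GP2 cells expressing PTHR1 and a GloSensor cAMP reporter, 3,000/well, plated overnight, given luciferin plus IBMX (each 0.5 mM as added) for 1 h at 37 °C, then compound for 1 h at 37 °C. Luminescence was read after 15 min at room temperature.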
GLP1R inv ag = GLP-1 receptor (human) inverse agonism | P43220 | HEK293 GLP-1R CRE-luciferase, luminescence, 24 h; GLP-1R form is constitutively active | Potency, µM (series often up to 38.3 µM), for the others: at the top dose activity change, negative = inhibition, actives largely listed as inhibitors | 410,000 compounds, 1.6% hits | AID 624417; note: potency is the fitted concentration of half-maximal effect; % is set by controls: 0 for no effect and ±100 for the full control effect; nearly all actives have a fitted effect of over 55% in size
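Inverse agonism was detected as reduced cAMP-driven luciferase luminescence after 24 h compound treatment. The cells were HEK293 clones expressing constitutively active human GLP-1R with the reporter. Reporter-only and GPR119 cell lines served as counterscreen controls.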
Numbers without * were called inactive; i = inactive; ? = inconclusive; nt = no result given; & = joins results of further samples; [ ] = another dose, or the depositor's remark. Unless noted, calls come from the whole dose curve; as a rule, active = well fitted curve in the direction sought with a large enough effect; inconclusive = small, poorly fitted or top-dose-only effect, or another doubt; inactive = no such curve, though single readings can be large; an effect the other way counts as inactive or inconclusive. Some of the compounds tested; rates above refer to the full screens.

SMILES	HEK293 tox	GLP1R ag	aSyn yeast inh	D3 antag	KB-V1 cytotox	TDP-43 yeast inh	DRD3 agonist	PTHR1 ag	GLP1R inv ag
CC(=O)N1N=C(c2cccc(NS(C)(=O)=O)c2)CC1c1ccc2c(c1)OCO2 (stereo not given)	1%	12%	-1%	1	-5%	5%	4	-3%	1%
COc1ccc(C[C@@H]2CN3C(=NC[C@@H]3Cc3ccc(O)cc3)N2C[C@H](C)NC(=O)CCC2CCCCC2)cc1	-11%	-2%	1%	0	-4%	-5%	-43	-5%	?
Cc1ccccc1-c1nnc(SCC(=O)Nc2cccc(C)c2C)o1	4%	2%	-1%	12	16%	22%	6	-13%	84%[activator]
COC(=O)c1csc2c(C(F)(F)F)cc(N3CCN(C(=O)Nc4ccccc4)CC3)nc12	6%	-4%	-4%	-18	-8%	3%	-5	i	-8%
CC(C)c1nn2c(=O)cc(COC(=O)c3ccc(NC(=O)c4cccs4)cc3)nc2s1	0%	nt	nt	nt	nt	26%	12	-24%	7%
COC(=O)C1=C(C)NC2=C(C(=O)CCC2)C1c1cn(Cc2ccc(Br)cc2)nc1-c1ccccc1 (stereo not given)	57%[activator]	1%	-3%	-26	0%	-7%	-12	i	?
CC1CCCCN1C(=O)C12CCC(C)(C(=O)C1)C2(C)C (stereo not given)	-12%	-6%	2%	-25	5%	-12%	1	-9%[57.5 µM]	-2%
COc1ccccc1N1CCN(C(=O)C(C)N(c2ccccc2)S(C)(=O)=O)CC1 (stereo not given)	-11%	-4%	7%	10	2%	?	4	i	-3%
O=C(c1ccccc1)C1CC=CCC1C(=O)c1ccccc1 (stereo not given)	10%	14%	0%	-15	-18%	-10%	2	i	?
CCOc1cccc(OCCn2cnc3ccccc3c2=O)c1	-2%	2%	1%	16	-3%	23%	1	-2%	8%
N/C(CC(=O)Nc1ccc(F)cc1F)=N\OC(=O)c1cccs1	2%	11%	-9%	1	3%	18%	2	-17%	14%
O=C(Cc1ccc(Cl)cc1)OCC(=O)N1CCCCCC1	-2%	0%	-3%	4	-4%	0%	-5	i	-22%
CCCCOc1ccc(C(=O)NCC(=O)N2CCN(C(=O)c3ccco3)CC2)cc1	?	-5%	4%	11	0%	24%	3	-30%	-22%
O=C(NCCN1CCOCC1)c1ccc2c(c1)N(Cc1ccc(Cl)cc1)CCS2	-17%	2%	11%	-9	2%	-5%	-15	i	?
COc1ccc(-c2cc(C(F)(F)F)n3nc(C(=O)NCCN4CCOCC4)cc3n2)cc1	31%[activator]	9%	8%	0	-3%	9%	6	-16%	0%
CN1C(=O)C(CC(=O)Nc2ccccc2F)N(NC(=O)c2ccc(Br)cc2)C1=S (stereo not given)	0%	5%	1%	7	-2%	-1%	-9	i	?
COC(=O)[C@]12CCCCC=C1N(CCc1ccc(OC)c(OC)c1)C(=O)[C@H](CC(=O)NCc1cccc(C(F)(F)F)c1)C2	-26%	nt	3%	-5	15µM*	1%	-8	-2%	?
COc1ccc(C2=CSC3=NCCN23)cc1Br	2%	6%	-1%	2	-15%	1%	-5	23%	?
O=C(NCc1cccc(Cl)c1)c1ccc(CS(=O)Cc2ccccc2Cl)o1 (stereo not given)	-5%&-8%	7%	0%	5	?	10%&13%	-3&-5	-2%&-15%	?
CC(C)CCC(C)NC(=O)Cc1ccc(S(=O)(=O)N2CCOCC2)s1 (stereo not given)	-2%	0%	-3%	15	10%	-22%	-4	i	-12%
O=C(CNC(=O)C1CCCCC1)NNC(=O)c1ccccc1Br	-10%	7%	-4%	-15	-2%	11%	-17	6%	0%
CN(C)c1nc(N)nc(N(c2ccccc2)c2ccccc2)n1	2%	-4%	8%	2	7%	0%	1	i	?
Cc1cc(NC(=O)Nc2ccccc2[N+](=O)[O-])no1	13%	5%	11%	-12	-21%	26%	-7	i	10%
Cc1nc(N/C(N)=N/S(=O)(=O)c2ccc([N+](=O)[O-])cc2)nc2ccccc12	-6%	10%	8%	66	2%	-3%	2	-23%	4%
O=C(OCC(=O)c1c[nH]c2ccccc12)c1cccc([N+](=O)[O-])c1	2%	15%	-2%[1.84 µM]	-20	-28%	?	-5	-34%[inhibitor]	?

Reformatted as comma-separated lines: part of the list above
SMILES,HEK293 tox,GLP1R ag,aSyn yeast inh,D3 antag,KB-V1 cytotox,TDP-43 yeast inh,DRD3 agonist,PTHR1 ag,GLP1R inv ag
CC(=O)N1N=C(c2cccc(NS(C)(=O)=O)c2)CC1c1ccc2c(c1)OCO2 (stereo not given),1%,12%,-1%,1,-5%,5%,4,-3%,1%
COc1ccc(C[C@@H]2CN3C(=NC[C@@H]3Cc3ccc(O)cc3)N2C[C@H](C)NC(=O)CCC2CCCCC2)cc1,-11%,-2%,1%,0,-4%,-5%,-43,-5%,?
Cc1ccccc1-c1nnc(SCC(=O)Nc2cccc(C)c2C)o1,4%,2%,-1%,12,16%,22%,6,-13%,84%[activator]
COC(=O)c1csc2c(C(F)(F)F)cc(N3CCN(C(=O)Nc4ccccc4)CC3)nc12,6%,-4%,-4%,-18,-8%,3%,-5,i,-8%
CC(C)c1nn2c(=O)cc(COC(=O)c3ccc(NC(=O)c4cccs4)cc3)nc2s1,0%,nt,nt,nt,nt,26%,12,-24%,7%
COC(=O)C1=C(C)NC2=C(C(=O)CCC2)C1c1cn(Cc2ccc(Br)cc2)nc1-c1ccccc1 (stereo not given),57%[activator],1%,-3%,-26,0%,-7%,-12,i,?
CC1CCCCN1C(=O)C12CCC(C)(C(=O)C1)C2(C)C (stereo not given),-12%,-6%,2%,-25,5%,-12%,1,-9%[57.5 µM],-2%
COc1ccccc1N1CCN(C(=O)C(C)N(c2ccccc2)S(C)(=O)=O)CC1 (stereo not given),-11%,-4%,7%,10,2%,?,4,i,-3%
O=C(c1ccccc1)C1CC=CCC1C(=O)c1ccccc1 (stereo not given),10%,14%,0%,-15,-18%,-10%,2,i,?

New compounds follow
SMILES	HEK293 tox	GLP1R ag	aSyn yeast inh	D3 antag	KB-V1 cytotox	TDP-43 yeast inh	DRD3 agonist	PTHR1 ag	GLP1R inv ag
CCC1CCCCN1C(=S)NC1CCCCC1 (stereo not given)	-6%	0%	-4%	4	?	?	-2	i	1%
CCn1c(SCC(=O)Nc2ccc3c(c2)n(C)c(=O)n3C)nnc1-c1ccncc1	10%	-5%	1%	1	-1%	11%	4	i	52%[activator]
CC(=O)c1cccc(NC(=O)C(C)OC(=O)c2cc(=O)[nH]c3ccccc23)c1 (stereo not given)	3%	2%	1%	-2	2%	-8%	-1	i	-4%
COc1ccccc1CNC(=O)Cc1c(C)c2cc3c(C)coc3c(C)c2oc1=O	-9%	nt	nt	nt	nt	11%	-1	-2%	2%
CCCCS(=O)(=O)/C=C/[C@H]1[C@H](S(=O)(=O)CCCC)[C@H]2C=C[C@@H]1C2	-15%	-11%	0%	16	-25%	1%	6	-1%[57.5 µM]	-16%
COc1cc2c(cc1OC)CN(Cc1ccc(C)cc1)CC2	10%	-1%	-7%	-80*	-26%	-2%	-10	i	-19%
NCC/C=C1/c2ccccc2CSc2ccccc21	?	-2%	3%	?	?	-4%	-1	i	3.2µM*
CC(C)(C)C1CCC(OCC(O)CN2CCN(c3ccccn3)CC2)CC1 (stereo not given)	?	19%	-9%	-4	16µM*	-7%[9.22 µM]	65*	-36%[inhibitor]	?
N#C/C(=C1/CCCN1)c1ccccn1	-11%	-4%	4%	13	8%	-1%	2	i	-5%
COc1ccc(C(NC(=O)C2CCN(CCOc3ccc(F)cc3)CC2)c2cccs2)cc1 (stereo not given)	5%	6%	-2%	-68*	0%	-1%	-24	-9%	?
CCC(CC(C)(C)O)C(=O)NNC(=S)Nc1ccccc1 (stereo not given)	9%	0%	-1%	-7	0%	-5%	5	0%	39%[activator]
Cc1cccc(-c2ccc(O)cc2CN2CCN(c3ncc(Cc4ccccc4)cn3)CC2)c1	8%	nt	-26%	5	?	-41%[inhibitor]	8	i	?
COC(=O)C1=C(CS(=O)(=O)c2cc(OC)ccc2OC)NC(=O)NC1c1ccc(O)c(OC)c1 (stereo not given)	5%	-3%	-12%	-18	0%	2%	0	i	11%
CCN(CC)S(=O)(=O)c1ccc(C(=O)OCCN2C(=O)c3cccc4c(N5CCOCC5)ccc(c34)C2=O)cc1	26%	0%	-5%	-5	-6%	11%	4	i	39%[activator]
COc1ccc([N+](=O)[O-])cc1-n1cnnn1	-5%	-13%	-1%	-19	?	-14%	-10	i	10%
CC12CN3CC(c4ccccc4)(CN(C1)C3c1ccc(Cl)cc1)C2=O (stereo not given)	-2%	nt	nt	nt	-3%	27%	4	i	-15%
COc1ccc(OC)c(CCNC(=O)C(=O)Nc2ccc3nc4n(c(=O)c3c2)CCCCC4)c1	-1%	13%	0%	10	?	10%	9	-20%	-16%
CC(C)Oc1ccc(CCc2n[nH]c(=S)n2Cc2ccccc2)cc1	-13%	10%	-2%	-11	16µM*	?	-14	-12%	?
COC(=O)C1CCN(C(c2ccccc2)c2sc3nc(-c4ccco4)nn3c2O)CC1 (stereo not given)	16%	nt	nt	nt	nt	16%	-15	-11%	10%
CC(=O)NN1C(=O)c2ccccc2NC1c1ccccc1F (stereo not given)	1%	3%	0%	20	1%	15%	-3	i	-2%
O=C(Nc1cccc(F)c1)C1CCN(C(=O)Cc2ccccc2)CC1	-10%	-13%	9%	-27	-30%	-4%	-9	i	-36%
CCOC(=O)N/N=C(\c1ccccc1)C(O)c1ccccc1 (stereo not given)	-1%	0%	-8%	-1	-6%	15%[9.22 µM]	5	-9%	4%
